uPA surface inh = inhibitors of cell surface uPA generation | cell surface uPA generation assay, qHTS | hit rate 0.31% among 330,000 | AID 540303 | Potency, µM (series often up to 38.3 µM), for the others: at the highest dose activity change, negative = inhibition, actives largely listed as inhibitors; active means well fitted inhibition curve with a large enough effect; inconclusive means small, poorly fitted or top-dose-only effect; inactive means no such curve, though single readings can be large or run the other way; tested in mouse RAW 264.7 cells; further: on the % scale 0 is the no-effect control and ±100 the full control effect; nearly all actives have a fitted effect of over 55% in size
BRCA1 expr act = increases BRCA1 expression; hit rate 1.1% among 380,000; Potency, µM (doses to about 46.1 µM), for inactives: at the highest dose activation, actives largely listed as activators; MCF7-BRCA1-FFLuc reporter, luminescence, 48 h; response scale: scaled: vehicle 0%, 10 µM genistein 100%; AID 624202; further: nearly all actives have a fitted effect of over 80% in size; some results filed as inactive show a strong effect at the top dose
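Quantitative HTS in MCF7 cells stably reporting BRCA1 expression via firefly luciferase. Compound treatment lasts 48 h at 37 °C in phenol-red free MEM. Activation is expressed relative to genistein at 10 microM and DMSO.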
Rab9 prom act = activators of Rab9 promoter; AID 485297; hit rate 2.8% among 320,000; Huh7 Rab9 promoter-luciferase reporter, luminescence, 24 h; Potency, µM (doses to about 9.22 µM), without a hit: top-dose activation, negative = inhibition, actives largely listed as activators; further: % of control where 0% means no effect; nearly all actives have a fitted effect of over 60% in size
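Promoter activation is measured as luciferase luminescence in Huh7 cells stably transfected with a Rab9 promoter–luciferase construct, following 24 h compound exposure at 37 °C and 10 min reagent incubation at ambient temperature.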
NPC1 promoter act = activates the NPC1 promoter | hit rate 2.4% among 320,000 | Potency, µM (series often up to 9.22 µM), for inactives: at the highest dose activation, usual class: activators | Huh7 NPC1 promoter luciferase reporter, 24 h | AID 485313;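 further: % of control where 0% means no effect; nearly all actives have a fitted effect of over 60% in size; reporter is driven by a mutant NPC1 promoter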
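Quantitative HTS used a cell-based reporter: Huh7 cells stably bearing the NPC1 promoter upstream of luciferase were treated with compounds for 24 h, and promoter activation was read as luminescence.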
RORgamma inh = blocks mouse ROR gamma transcriptional activity; P51450; Drosophila S2 Gal4-RORgamma UAS-luciferase reporter, 20 h; Potency, µM (highest dose often 53.6 µM), without a hit: at the highest dose activity change, negative = inhibition, most hits filed as inhibitors; hit rate 5.4% among 310,000; AID 2551; further: on the % scale 0 is the no-effect control and ±100 the full control effect; nearly all actives have a fitted effect of over 60% in size
Target sequence (P51450 whole entry, looked up, the tested form may be a part): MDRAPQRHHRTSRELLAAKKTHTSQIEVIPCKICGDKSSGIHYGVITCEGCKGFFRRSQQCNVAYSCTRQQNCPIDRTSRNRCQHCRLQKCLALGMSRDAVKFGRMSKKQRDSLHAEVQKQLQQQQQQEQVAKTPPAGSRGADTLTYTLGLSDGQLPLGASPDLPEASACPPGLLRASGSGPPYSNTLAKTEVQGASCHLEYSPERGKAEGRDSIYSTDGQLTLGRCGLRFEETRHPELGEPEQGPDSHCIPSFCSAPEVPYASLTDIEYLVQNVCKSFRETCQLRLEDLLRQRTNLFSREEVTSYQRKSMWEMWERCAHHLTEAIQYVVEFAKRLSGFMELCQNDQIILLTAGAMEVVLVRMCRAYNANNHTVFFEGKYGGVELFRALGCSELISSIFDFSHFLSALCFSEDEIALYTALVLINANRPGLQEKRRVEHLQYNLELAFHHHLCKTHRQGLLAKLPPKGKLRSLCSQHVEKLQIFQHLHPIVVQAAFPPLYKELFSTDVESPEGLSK
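A Gal4/UAS one-hybrid system in insect cells: metallothionein-promoter Gal4–ROR gamma fusion plus Photinus luciferase reporter. Copper sulfate 700 uM final, 20 hr ambient incubation, luminescent detection after 10 min with reagent.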
FLuc modulator = counter-screen for miR-21 project: firefly luciferase inhibitors or activators; Potency, µM (series often up to 57.5 µM), for the others: at the highest dose activity change, negative = inhibition, most hits filed as inhibitors; purified FLuc, Km substrates, luminescence inhibition; P08659; AID 588342; hit rate 6.9% among 360,000;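 further: plate controls were vehicle for no effect and reference inhibitor for full effect; nearly all actives have a fitted effect of over 55% in size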
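Biochemical qHTS of compounds, final roughly 60 µM downward over six points, against 10 nM purified firefly luciferase using Km concentrations of substrates (10 uM D-luciferin, 10 uM ATP) in Tris acetate pH 7.5 buffer; luminescence output.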
MLL CXXC-DNA inh = inhibitors of human MLL CXXC domain-DNA interaction. MLL-CXXC / FITC-HOXA9 DNA fluorescence polarization. Potency, µM (titrated, usually from 115 µM), for inactives: at the top dose activity change, negative = inhibition, most hits filed as inhibitors. hit rate 0.037% among 290,000; active means well fitted inhibition curve with a large enough effect in the polarisation, with a control signal flat, not every such curve was filed as active; inconclusive means small, poorly fitted or top-dose-only effect, or effect the other way, or a change in a side signal; inactive means no such curve, though single readings can be large or run the other way; the % refers to the polarisation
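Steps: dispense CXXC domain solution (7 uM) → pin compounds or unlabeled HOX-A9 DNA control → 5 min ambient → add FLSN-HOX-A9 solution (50 nM) → spin → 30 min ambient → fluorescence polarization. Tris pH 7.5/NaCl/DTT/BSA buffer.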
p53 reactivator = restores transcriptional activity of mutant p53; H1299 p53-A138V BP100-luciferase reporter, luminescence, 24 h; Potency, µM (titrated, usually from 92.2 µM), inactives show top-dose activity change, positive = activation, hits mostly activators; hit rate 0.063% among 320,000; further: % of control where 0% means no effect; nearly all actives have a fitted effect of over 45% in size
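p53-null H1299 cells stably carrying temperature-sensitive p53-A138V and a BP100-luciferase reporter were pinned with compounds (4-point, 1:5 series) and held 24 hrs at 37 deg C. Luminescence was read 10 min after detection reagent.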
MBNL1-CUG inh = inhibitors of human MBNL1 binding to CUG repeat RNA. hit rate 0.036% among 280,000. TR-FRET MBNL1-His/biotin-(CUG)12 binding, 665/545 ratio. Potency, µM (series often up to 57.5 µM), inactives show at the highest dose activity change, negative = inhibition, actives largely listed as inhibitors; active means well fitted inhibition curve with a large enough effect in the signal ratio, with a control signal flat, not every such curve was filed as active; inconclusive means small, poorly fitted or top-dose-only effect, or effect the other way, or a change in a side signal; inactive means no such curve, though single readings can be large or run the other way; the % refers to the signal ratio; further: on the % scale 0 is the no-effect control and ±100 the full control effect
Target sequence (Q9NR56 whole entry, looked up): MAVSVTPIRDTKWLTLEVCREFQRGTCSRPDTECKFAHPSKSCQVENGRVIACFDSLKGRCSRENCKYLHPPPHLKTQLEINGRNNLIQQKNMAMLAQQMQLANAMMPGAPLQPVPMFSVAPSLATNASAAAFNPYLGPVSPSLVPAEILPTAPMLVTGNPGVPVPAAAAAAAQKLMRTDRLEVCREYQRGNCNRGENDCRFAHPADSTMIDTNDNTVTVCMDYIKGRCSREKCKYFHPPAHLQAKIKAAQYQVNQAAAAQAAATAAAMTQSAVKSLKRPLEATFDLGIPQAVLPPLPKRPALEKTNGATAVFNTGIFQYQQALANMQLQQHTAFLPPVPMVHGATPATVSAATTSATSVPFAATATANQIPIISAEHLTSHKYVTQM
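TR-FRET readout: Ex 340 nm, 665/545 nm emission ratio, normalized to buffer-only (basal) and MBNL1-(CUG)12 controls. Complex of MBNL1-His with Biotin-(CUG)12, compounds 92 nM–58 uM, incubated 60 min at room temperature.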
VP16 counter = Gal4-VP16 reporter inhibition counter-screen; Drosophila S2 Gal4-VP16 UAS-luciferase, luminescence, 20 h; Potency, µM (titrated, usually from 53.6 µM), for inactives: top-dose activity, negative = inhibition, most hits filed as inhibitors; hit rate 3.5% among 310,000;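 further: Gal4-VP16 expression switched on by copper sulfate through the metallothionein promoter; on the % scale 0 is the no-effect control and ±100 the full control effect; nearly all actives have a fitted effect of over 50% in size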
ELG1 genotoxic = inducers of genotoxicity in HEK293T ELG1-luciferase cells. hit rate 1.3% among 330,000. Potency, µM (highest dose often 46 µM), for inactives: at the highest dose activity change, positive = activation, most hits filed as activators. HEK293T ELG1-luciferase reporter, luminescence, 16 h. AID 504466; further: % of control where 0% means no effect; nearly all actives have a fitted effect of over 60% in size
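Reporter readout depends on ELG1 protein level, which increases with genetic stress. After 16 hr compound exposure at 37 °C, luciferase activity was quantified using ONE-Glo.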
Active calls of the source: *; ? = inconclusive; · = no result given; [ ] = remark or other dose. Unless noted, the call rests on the fitted dose curve; in most records, active means well fitted curve in the direction sought with a large enough effect; inconclusive means small, poorly fitted or top-dose-only effect, or another doubt; inactive means no such curve, though single readings can be large; an effect the other way counts as inactive or inconclusive. Potency means the concentration at half of the fitted maximal effect. Only part of the results is shown; count on the stated rates, not on these rows.

Each structure is followed by: uPA surface inh | BRCA1 expr act | Rab9 prom act | NPC1 promoter act | RORgamma inh | FLuc modulator | MLL CXXC-DNA inh | p53 reactivator | MBNL1-CUG inh | VP16 counter | ELG1 genotoxic
- CCC(CC)c1nn2c(N)c(/C=C3\C(C)=Nc4ccccc43)c(=O)nc2s1
 : 12% | -14% | 0% | 0% | -4% | -8% | -5% | 3% | 13% | 4% | 0%
- O=C(COC(=O)c1cc(S(=O)(=O)N2CCCCC2)ccc1Cl)NCc1ccco1
 : 1% | -7% | 2% | -1% | 21% | -4% | -8% | ? | -4% | -7% | 2%
- O=C(COC(=O)Cc1c[nH]c2ccccc12)NC1CCS(=O)(=O)C1 (stereo not drawn)
 : -1% | -1% | -5% | -3% | · | 4% | · | 0% | · | · | 0%
- CCn1ncc(NC(=O)Nc2cccc(C(F)(F)F)c2)c1C(N)=O
 : · | 6% | · | · | 33% | -5% | 0% | · | -4% | 14% | ·
- CN1C(=O)CC(n2c(CO)nc3ccccc32)C1=O (stereo not drawn)
 : 2% | 66% | -5% | -2% | -2% | -1% | 0% | -7% | -2% | -13% | -8%
- CSCCC(NC(=O)c1ccccc1)C(=O)OCC(=O)N(C)CCC#N (stereo not drawn)
 : -2% | 2% | 3% | 0% | 16% | 2% | 2% | 2% | -3% | 10% | 0%
- CCOc1ccc(Br)cc1S(=O)(=O)Nc1cccc(S(=O)(=O)N(C)C)c1
 : -7% | -12% | 0% | -1% | 5% | ? | -10% | -4% | -10% | 0% | 1%
- Cc1nn(C)c(Oc2ccccc2)c1CCNC(=O)C(C)(C)C
 : -8% | -6% | 3% | -6% | 31% | 1% | -2% | 2% | 8% | -16% | 2%
- Cc1ccc(C)c(NS(=O)(=O)c2cc(C(=O)NCc3ccncc3)ccc2C)c1
 : 6% | -18% | 0% | -4% | 0% | 3% | -8% | -14% | -2% | 11% | -5%
- COCCNC(=O)/C(C#N)=C1\N=C(N)c2ccccc21
 : -3% | -54% | 2% | -3% | ? | -3% | 7% | 5% | · | ? | -2%
- O=S(=O)(c1ccc(Br)cc1)c1nc(-c2ccccc2)oc1NCCN1CCOCC1
 : 0% | -21% | 6% | -3% | 16% | 2% | 17% | -5% | 4% | -8% | -2%
- CCCCc1ncc(CN2CCC(n3nccc3NC(=O)c3ccccc3OC)CC2)[nH]1
 : 1% | 5% | -4% | 0% | -8% | -1% | 2% | 5% | -5% | -5% | 0%
- Cc1nn(C)cc1[C@@H]1C[C@H]2CN(Cc3cccc(Cl)c3)C(=O)[C@]23CCCN13
 : -2% | 5% | -2% | -3% | -12% | -2% | 11% | ? | 9% | 0% | -2%
- CCOC(=O)CC1CCCCN1Cc1cn(C)nc1-c1ccc2c(c1)OCCO2 (stereo not drawn)
 : -2% | 2% | -4% | -1% | 14% | 1% | 2% | 1% | -1% | -6% | -1%
- COc1ccc(C(=O)N2CCNC(=O)C2CC(=O)Nc2cc(Cl)ccc2OC)cc1 (stereo not drawn)
 : -1% | -6% | 7% | 0% | -29% | 0% | 10% | -2% | 0% | -14% | 4%
- O=C1C(Cl)=C(N2CCCCC2)C(=O)N1Cc1ccccc1
 : 3% | -23% | -3% | -6% | ? | -2% | 3% | 3% | · | -10% | -1%
- Cc1ccc(C(=O)N2CCSCC2)cc1
 : · | 6% | -3% | -1% | -7% | 0% | 1% | 2% | -4% | -1% | 0%
- O=C1c2cccc3cccc(c23)C(=O)N1Nc1ccccc1
 : 3% | -8% | -1% | -5% | -2% | 1% | 14% | -2% | ? | -28% | 4%
- Cc1ccc(Nc2nc(CSc3nnc(-c4cccs4)o3)cs2)cc1
 : 8% | 27% | 19% | 21% | -121% | 6.7µM* | 17% | 14% | 10% | -25% | ?
- CCN(CC)c1cnn(C/C(=N\OC)c2ccc(Cl)cc2)c(=O)c1Br
 : 0% | -51% | 12% | 0% | -2% | 0% | 7% | -3% | 8% | 19% | -16%
- O=C(CN1C(=O)CSC1=O)Nc1ccc(F)c(F)c1F
 : 7% | 26% | 0% | -4% | 2% | 3% | 13% | 4% | 1% | -9% | 3%
- O=S(=O)(Nc1ccc(-c2cn3c(n2)SCC3)cc1)c1cccs1
 : -1% | 19% | -9% | -1% | 19% | -17% | 1% | 8% | -9% | 6% | 3%
- O=C(c1csc2c1CCCC2)N1CCN(c2ccccc2)CC1
 : -11% | -17% | 10% | 1% | 22% | 3% | -1% | 1% | 5% | 2% | -10%
- CCN(CC)c1nc(C)c(C(=S)Nc2cc([N+](=O)[O-])ccc2Cl)s1
 : 0% | 0% | 10% | -3% | 3.2µM* | 2% | 38%[activator] | 5% | 6% | -8% | -1%
- CC(=O)CCc1oc2ccc(C)cc2c1Cc1ccccc1
 : -1% | 1% | 14% | 7% | 32% | -9% | 4% | 5% | -7% | 5% | 0%
- Cc1cc(C(=O)NC2CCCC(C)C2C)c2ccccc2n1 (stereo not drawn)
 : 19% | -21% | 4% | -1% | · | 4% | · | 3% | · | · | -2%
- COC(=O)[C@@]1(C)CC[C@]2(C)CC[C@@]3(C)C(=CC(=O)C4[C@@]5(C)CC[C@H](O)C(C)(C)[C@@H]5CC[C@]43C)[C@H]2C1 (stereo partly drawn)
 : 22% | 36% | -5% | -4% | -16% | 0% | 2% | 9% | 3% | 1% | 1%
- Cc1cc(C)c2c(N)c(C(=O)Nc3ccccc3F)sc2n1
 : -2% | ? | 2.2µM* | 1.8µM* | 24% | · | -2% | 10% | -1% | ? | ?
- CCC(NC(=O)NC1=NCCS1)(C(F)(F)F)C(F)(F)F
 : 1% | -8% | 13% | 5% | -5%[10 µM] | -1% | 1% | 3% | -4% | 0% | 1%
- CCN(CC)CCn1c2c(c(SCC(=O)Nc3cc(C)cc(C)c3)nc1=O)CCC2
 : 1% | 2% | -4% | 3% | · | 2% | · | -1% | · | · | 0%
- COc1ccccc1CC(=O)Nc1cccc(C)n1
 : 1% | 0% | 3% | -3% | -11% | 3% | 0% | -1% | 10% | -6% | 0%
- COc1ccccc1NC(=O)N1CCCC(c2nc3c(nnn3Cc3ccc(C)cc3)c(=O)[nH]2)C1 (stereo not drawn)
 : · | -20% | 4% | -1% | -43% | -14% | -5% | -6% | -11% | ? | -1%
- Cc1ccccc1NC(=O)Cc1nc(COC(=O)CNS(=O)(=O)c2cccc(Br)c2)cs1
 : 0% | -4% | -2% | -1% | -25% | -1% | 5% | -11% | 3% | -1% | -2%
- Fc1ccccc1CSc1nnc(Cn2cnc3ccccc32)n1-c1ccccc1
 : 5% | -1% | 0% | 0% | ? | 2% | 0% | -12% | -10% | -2% | -2%
- O=C(NC(=S)Nc1cccc2cnccc12)c1ccccc1
 : -4% | -36% | -3% | 23% | 10µM* | 6% | -2% | 12% | 1% | ? | -12%
- CCOC(=O)c1sc(NC(=O)c2ccc3nc[nH]c3c2)nc1C
 : -1% | 31% | 2% | -7% | ? | 5.4µM* | 25% | 15% | -3% | -19% | ?
- CCOc1ccc2nc(N3CCC(C(=O)N4CCN(C5CCCCC5)CC4)CC3)sc2c1
 : -15% | 33% | 2% | 11% | 10% | -19% | 1% | ? | -14% | -21% | 4%
- O=C(NC1CCCCCC1)C(=O)NC1CCCC1
 : 6% | ? | 2.2µM* | ? | 25% | ? | 0% | 16% | -5% | -5% | 19%
- Cc1ccc(-n2nnnc2SCC(=O)N2CCc3ccccc3C2)cc1
 : · | 14% | 1% | 0% | ? | -2% | 5% | -2% | -2% | 21% | 0%
- O=C(Nc1cccnc1)c1ccc([N+](=O)[O-])cc1Cl
 : -6% | 14% | -1% | -3% | -20% | 3% | 7% | 19% | ? | 28% | 2%
- Cc1cc(=O)[nH]c(N/N=C/c2cccc(Br)c2)n1
 : -8% | 49% | 12% | 13% | -4% | -23% | -1% | · | 18% | -4% | 5%
- CN(C)c1oc(-c2ccccc2[N+](=O)[O-])nc1C#N
 : -28% | -31% | 0% | -2% | 9% | -18% | -13% | 0% | · | -2% | 0%
- CCCCc1cc(=O)oc2cc(C)cc(O)c12
 : 0% | -37% | -2% | -3% | ? | -23% | 16% | 2% | 35%[activator] | ? | -4%

Screening data deposited in PubChem BioAssay by National Center for Advancing Translational Sciences (NCATS).
